Source: PubChem BioAssay
PfHsp40 yeast: restores yeast growth despite PfHsp40 toxicity. S. cerevisiae expressing PfHsp40, growth rescue, ATP luminescence. growth rescue, % at 12.5 µM. 340,000 tested, 0.68% active. AID 504582; in the data active = growth rescue above about 28%, passing the limit was not always enough; inconclusive = no clear call, values can overlap the other calls;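 also: yeast W303a lacking pdr1 and pdr3 grown in galactose medium; growth measured after three days at 30 °C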
BoNT-A LC inh2: blocks Botulinum neurotoxin A light chain protease | 360,000 tested, 0.17% active | multiplex microsphere protease substrate cleavage, flow cytometry | inhibition, % at 10 µM; also: plate controls were buffer without enzyme for full effect and enzyme alone for no effect
SSB-PriA inh: blocks PriA binding to SSB C-terminal tail; AlphaScreen SSBct-PriA binding, biotinylated peptide; inhibition, % at 33 µM; 430,000 tested, 0.6% active; in the data active = inhibition mostly above about 37%, no sharp cut-off; inactive = mostly below about 20%;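 also: plate controls were negative control peptide for no effect and reference peptide for full effect; strong numbers were not always called active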
Anthrax LF inh2: anthrax lethal factor protease inhibition; multiplex microsphere protease cleavage assay, LF; 360,000 tested, 0.12% active; inhibition, % at 10 µM; also: plate controls were buffer without enzyme for full effect and enzyme alone for no effect
TcdB inh: TcdB glycohydrolase inhibition; TcdB glycohydrolase enzymatic assay, plate reader; 350,000 tested, 0.24% active; inhibition, % at 9.99 µM; P18177; AID 652162; in the data active = inhibition above about 10%
Target sequence (P18177 whole entry, looked up): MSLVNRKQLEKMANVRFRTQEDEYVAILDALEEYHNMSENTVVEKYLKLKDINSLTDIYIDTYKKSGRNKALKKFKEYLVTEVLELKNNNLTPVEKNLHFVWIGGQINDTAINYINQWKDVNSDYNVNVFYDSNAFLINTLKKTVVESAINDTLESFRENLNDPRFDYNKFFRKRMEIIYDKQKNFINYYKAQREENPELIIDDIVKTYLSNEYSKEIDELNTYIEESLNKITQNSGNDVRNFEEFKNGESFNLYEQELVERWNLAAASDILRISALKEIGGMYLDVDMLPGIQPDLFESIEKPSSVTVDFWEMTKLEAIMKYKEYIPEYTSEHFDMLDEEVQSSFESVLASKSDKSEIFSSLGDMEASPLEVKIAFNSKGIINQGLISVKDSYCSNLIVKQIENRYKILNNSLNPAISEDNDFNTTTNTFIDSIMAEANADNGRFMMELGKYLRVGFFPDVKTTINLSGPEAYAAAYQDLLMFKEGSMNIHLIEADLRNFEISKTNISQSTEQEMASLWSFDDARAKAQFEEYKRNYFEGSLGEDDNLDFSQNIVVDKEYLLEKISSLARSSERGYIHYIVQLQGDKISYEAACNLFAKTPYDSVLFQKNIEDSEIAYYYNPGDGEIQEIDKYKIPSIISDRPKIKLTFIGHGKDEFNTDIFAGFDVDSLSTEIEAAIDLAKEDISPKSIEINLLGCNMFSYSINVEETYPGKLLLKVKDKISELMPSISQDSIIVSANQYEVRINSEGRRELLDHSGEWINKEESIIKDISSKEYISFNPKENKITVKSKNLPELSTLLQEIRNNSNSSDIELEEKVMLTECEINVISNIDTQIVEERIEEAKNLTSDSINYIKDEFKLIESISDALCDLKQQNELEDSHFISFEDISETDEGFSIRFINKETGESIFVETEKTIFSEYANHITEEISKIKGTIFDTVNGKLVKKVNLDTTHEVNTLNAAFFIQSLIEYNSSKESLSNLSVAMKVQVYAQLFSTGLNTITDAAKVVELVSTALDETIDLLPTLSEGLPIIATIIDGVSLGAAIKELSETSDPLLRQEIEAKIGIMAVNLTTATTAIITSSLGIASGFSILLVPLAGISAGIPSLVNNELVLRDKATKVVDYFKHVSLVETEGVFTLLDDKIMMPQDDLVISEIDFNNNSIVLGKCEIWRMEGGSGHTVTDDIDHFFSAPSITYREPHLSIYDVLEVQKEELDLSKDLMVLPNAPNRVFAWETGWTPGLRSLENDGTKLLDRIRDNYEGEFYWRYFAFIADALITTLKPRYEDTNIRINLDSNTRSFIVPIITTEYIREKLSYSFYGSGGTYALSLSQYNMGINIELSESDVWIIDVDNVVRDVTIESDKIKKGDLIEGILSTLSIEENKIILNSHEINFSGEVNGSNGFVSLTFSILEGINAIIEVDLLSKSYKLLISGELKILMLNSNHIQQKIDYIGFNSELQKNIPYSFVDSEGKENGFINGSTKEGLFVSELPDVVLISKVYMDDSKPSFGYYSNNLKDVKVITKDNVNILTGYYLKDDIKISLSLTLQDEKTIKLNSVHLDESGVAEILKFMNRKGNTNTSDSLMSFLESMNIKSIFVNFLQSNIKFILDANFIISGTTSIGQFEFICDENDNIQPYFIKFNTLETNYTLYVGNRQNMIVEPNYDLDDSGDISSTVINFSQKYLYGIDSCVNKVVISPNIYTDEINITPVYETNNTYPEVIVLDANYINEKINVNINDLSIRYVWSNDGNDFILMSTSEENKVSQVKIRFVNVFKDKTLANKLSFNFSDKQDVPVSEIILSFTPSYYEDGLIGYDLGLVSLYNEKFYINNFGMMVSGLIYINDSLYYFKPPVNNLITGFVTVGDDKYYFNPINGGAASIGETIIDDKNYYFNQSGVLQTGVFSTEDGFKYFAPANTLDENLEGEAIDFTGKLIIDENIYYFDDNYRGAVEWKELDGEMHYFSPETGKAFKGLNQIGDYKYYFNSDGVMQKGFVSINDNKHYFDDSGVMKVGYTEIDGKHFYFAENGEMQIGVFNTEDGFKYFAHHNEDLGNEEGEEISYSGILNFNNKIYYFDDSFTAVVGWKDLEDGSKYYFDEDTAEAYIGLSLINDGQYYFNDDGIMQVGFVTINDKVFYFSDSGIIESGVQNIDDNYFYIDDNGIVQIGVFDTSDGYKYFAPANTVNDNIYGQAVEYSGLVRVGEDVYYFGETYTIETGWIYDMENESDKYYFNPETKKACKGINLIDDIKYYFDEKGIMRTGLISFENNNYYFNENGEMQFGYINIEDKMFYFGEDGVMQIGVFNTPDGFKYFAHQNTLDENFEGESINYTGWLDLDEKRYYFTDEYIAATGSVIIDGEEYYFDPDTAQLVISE
VHR inh abs: blocks human VHR1 dual specificity phosphatase; 290,000 tested, 0.52% active; inhibition, % at 13.3 µM; recombinant VHR phosphatase, pNPP absorbance; P51452; in the data active = inhibition above about 50%; also: some compounds called inactive have numbers as strong as hits
Y pestis TopoI: blocks Yersinia pestis topoisomerase I activity. activity, % at 10 µM. 360,000 tested, 0.064% active. Y. pestis Topo-I cleavage product accumulation, plate reader. AID 504884; in the data active = activity above about 50%, passing the limit was not always enough; inconclusive = no clear call, values can overlap the other calls; also: inactives centre near 2
SARS 3CLpro inh: SARS-CoV 3CLpro protease inhibition; P0C6X7; recombinant SARS-CoV 3CLpro, quenched FRET peptide cleavage; inhibition, % at 6 µM; 290,000 tested, 0.14% active; AID 1706; in the data active = inhibition above about 12%
CCHFV vOTU inh: CCHFV vOTU protease inhibition. Pep-AMC fluorescence. inhibition, % at 11.5 µM. 370,000 tested, 0.55% active. AID 651958; in the data active = inhibition above about 30%; also: 0% = vehicle wells with enzyme and 100% = no enzyme wells
Vc quorum ag: induces V. cholerae light production without autoinducers; 350,000 tested, 0.16% active; V. cholerae BH1578 lux reporter, luminescence, 6 h; AID 588436; activation, % at 18.7 µM; in the data active = activation mostly above about 9.7%, no sharp cut-off; inconclusive = no clear call, values can overlap the other calls; inactive = mostly below about 3.7%; also: not every result past the cut was called active; inactives centre near 0; reference of the scale not given here
Active calls of the source: *; i = inactive; ? = inconclusive; / = no result given; & = joins results of further samples. Rule as the data show it, unless noted: active = inhibition above about 30%; inconclusive = no clear call, values can overlap the other calls; inactive = below that. Not all compounds are listed, so the mix of outcomes need not match the whole.

Second line of a record – PfHsp40 yeast	BoNT-A LC inh2	SSB-PriA inh	Anthrax LF inh2	TcdB inh	VHR inh abs	Y pestis TopoI	SARS 3CLpro inh	CCHFV vOTU inh	Vc quorum ag
1: CCOc1ccc(N2CC(C(=O)Nc3nnc(SCCOC)s3)CC2=O)cc1 (stereo unspecified)
    0.0	-0.3	-6	-1	0.9	-19	4	1	-9	-0.5
2: Cc1cc(=O)c2ccc(Cl)cc2[nH]1
    -1.5	-0.7	1	-2	/	1	0	1	-2	-1.0
3: C[C@H](CO)N1C[C@H](C)[C@@H](CN(C)Cc2ccc(C(=O)O)cc2)Oc2c(NS(=O)(=O)c3cn(C)cn3)cccc2C1=O
    0.2	-0.2	-3	2	1.3&-0.1	/	6	/	-7	-0.1
4: CC(C)Cn1cnc2c(SCc3ccccc3F)nc(N)nc21
    0.6	0.6	-12	4	-1.3	/	13	/	3	-3.4
5: Cn1cccc1/C=N/N1CCN(Cc2ccccc2)CC1
    1.1	?	i	0	-5.9	20	-2	-5	-8	0.6
6: O=C(CSc1nc2ccccc2s1)Nc1cc(C(=O)O)cc(C(=O)O)c1
    -1.9	-0.1	5	-2	-1.1	18	-2	4	1	-0.5
7: CCOC(=O)c1ccc(CNCc2ccc(C)cc2)cc1
    -1.7	-0.2	-6	0	/	4	-5	0	-8	3.2
8: CCN(CCCNC(=O)CC1Oc2ccc(C)cc2NC1=O)Cc1ccccc1 (stereo unspecified)
    -0.6	-1.2	-10	-8	1.0	-23	9	-2	-3	-0.4
9: CC(C)(C)OC(=O)NCC(=O)N1CCC(C(=O)O)CC1
    1.1	-0.2	-2	-1	/	25	-4	5	1	i
10: Cc1ccccc1NC(=O)C(C)OC(=O)C1CCCO1 (stereo unspecified)
    /	-0.3	/	-7	-0.3	/	3	/	3	-0.5
11: COc1cc(C(=O)NCc2ccc3c(c2)OCO3)ccc1OCc1c(C)noc1C
    -0.6	0.4	8	-1	/	19	5	-2	3	-7.7
12: CCCCOC(=O)Nc1ccc(C(=O)OC)cc1
    -0.2	0.4	-18	-2	/	21	2	2	1	i
13: Cc1ccccc1NC(=O)Cc1nc(CCl)cs1
    -0.2	-0.5	11	0	/	2	-1	-6	-2	-0.3
14: O=C(O)c1cccc(CSc2nnc(-c3ccc(Cl)cc3)o2)c1
    -0.7	-0.5	-12	-16	-0.4	25	9	0	8	i
15: CCN1C/C(=N\S(=O)(=O)/N=C2\CN(CC)C(=O)N2CC)N(CC)C1=O
    -1.3	0.1	/	-8	1.2	17	3	2	-9	i
16: Cc1ccccc1CN(c1ccc(C(=O)NCCC2=CCCCC2)cc1)S(C)(=O)=O
    0.6	-0.4	-14	-14	/	26	9	2	12	-0.3
17: O=C(NCCO)c1cccc2c1C(=O)c1ccccc1-2
    1.2	0.5	7	-1	/	0	-2	4	-7	-0.3
18: O=C(NCCCNC(=O)c1ccccn1)c1ccc(F)cc1
    0.1	-3.0	-3	-1	0.0	20	0	-4	14	1.8
19: COc1cc(/C=N/n2c(C)nc3ccccc3c2=O)cc(OC)c1O
    -0.7	-1.5	/	7	-4.7	24	-2	-3	6	i
20: Cc1ccc(-c2ccc(=O)n(CC(=O)NCCN(C)C)n2)cc1
    -1.2	0.9	-2	-1	/	41	-4	1	14	-7.1
21: COc1c2ccoc2nc2c(OC)c(OC[C@@H](O)C(C)(C)O)ccc12
    0.5	0.1	-6	-14	0.0	/	-4	/	-67	-3.0
22: O=C(COC(=O)c1ccccn1)Nc1ccc(S(=O)(=O)N2CCOCC2)cc1
    -0.1	-0.6	-8	-5	/	-7	-11	1	10	i
23: O=P(C(=Nc1ccc(Cl)cc1)N1CCOCC1)(N1CCOCC1)N1CCOCC1
    1.1	-1.1	-3	0	/	4	-4	-3	3	i
24: COC(=O)CCC(C)C1CCC2C3CCC4CC(O)CCC4(C)C3CC(O)C12C (stereo unspecified)
    22	-0.1	-10	-3	0.6	/	14	/	25	0.3
25: C=CC(COCc1ccccc1)N(Cc1ccc(OC)cc1)S(=O)(=O)c1ccccc1Br (stereo unspecified)
    0.4	0.3	-10	3	1.1	-5	29	/	5	i
26: CCN1C2=NCCCN2c2ccccc21
    -1.2	-0.6	-17	-1	/	18	-4	-5	4	1.4
27: Cc1ccc(OCC(=O)N/N=C/c2ccncc2)cc1C
    -0.9	-5.9	i	0	-0.2	40	2	4	-1	-0.4
28: CC(NC(=S)NCCN1CCOCC1)C12CC3CC(CC(C3)C1)C2 (stereo unspecified)
    -2.1	-0.4	4	-1	1.0	-22	14	0	-5	-0.3
29: COc1cccc(NC(=O)CN(C)C(C)C(=O)Nc2cc([N+](=O)[O-])ccc2Cl)c1 (stereo unspecified)
    2.7	-0.1	7	-4	2.0	30	0	-3	0	-1.6
30: O=S(CCc1ccncc1)Cc1ccccc1 (stereo unspecified)
    0.4	-1.2	-31	0	/	43	-2	2	12	-6.2

3 entries from above, in transposed form:
28) CC(NC(=S)NCCN1CCOCC1)C12CC3CC(CC(C3)C1)C2 (stereo unspecified)
29) COc1cccc(NC(=O)CN(C)C(C)C(=O)Nc2cc([N+](=O)[O-])ccc2Cl)c1 (stereo unspecified)
30) O=S(CCc1ccncc1)Cc1ccccc1 (stereo unspecified)

| assay / entry | 28 | 29 | 30 |
| --- | --- | --- | --- |
| PfHsp40 yeast | -2.1 | 2.7 | 0.4 |
| BoNT-A LC inh2 | -0.4 | -0.1 | -1.2 |
| SSB-PriA inh | 4 | 7 | -31 |
| Anthrax LF inh2 | -1 | -4 | 0 |
| TcdB inh | 1.0 | 2.0 | / |
| VHR inh abs | -22 | 30 | 43 |
| Y pestis TopoI | 14 | 0 | -2 |
| SARS 3CLpro inh | 0 | -3 | 2 |
| CCHFV vOTU inh | -5 | 0 | 12 |
| Vc quorum ag | -0.3 | -1.6 | -6.2 |

Further compounds
Second line of a record – PfHsp40 yeast	BoNT-A LC inh2	SSB-PriA inh	Anthrax LF inh2	TcdB inh	VHR inh abs	Y pestis TopoI	SARS 3CLpro inh	CCHFV vOTU inh	Vc quorum ag
31: NC(=O)c1cccc(-c2ccnc3c2CC(C(=O)NCCc2ccccc2)O3)c1 (stereo unspecified)
    /	-0.2	/	-4	0.8	/	13	/	11	i
32: CC(=O)Nc1ccc(Nc2cc(C)nc3ccccc23)cc1
    -1.4	-7.1	7	-5	0.1	/	9	/	1	i
33: CCOc1ccc(/C=C(\C)C(=O)c2c(C)cc(C)[nH]c2=O)cc1
    -0.7	-1.4	8	16	-1.5	-4	2	-4	16	i
34: CCn1c2ccccc2c2nnc(SCC(=O)Nc3ccc4c(c3)OCO4)nc21
    -0.1	-0.1	7	-6	/	31	2	-5	-12	i
35: O=C(CNS(=O)(=O)c1cccs1)N1CCc2ccccc2C1
    -0.2	-0.1	-9	-2	/	19	2	5	1	-0.4
36: COc1ccc(OCC(O)CN2CCN(CC(O)COc3ccc(OC)cc3)CC2)cc1 (stereo unspecified)
    -0.8	2.9	6	3	-1.4	-3	10	6	-1	i
37: COc1ccc(/C=N/NC(=O)Cn2nnc3ccccc32)cc1OC
    1.2	-0.3	/	0	-1.4	-13	2	12*	6	-0.3
38: COc1ccc(/C=N/NC(=O)CN2CCSCC2)c(OC)c1
    0.0	-0.2	/	-2	/	-4	1	1	-4	-0.2
39: C=C(C)c1cccc(C(C)(C)NC(=O)N2CCN(CC(N)=O)CC2)c1
    -0.3	2.1	6	5	/	-2	-2	1	2	-7.1
40: COc1ccc(N2CC(NC(=O)NCCC(C)C)CC2=O)cc1 (stereo unspecified)
    -0.9	-0.2	-3	-1	-0.9	34	-4	-2	-5	-0.3
41: Cc1ccccc1NC(=O)Cn1nnc2sc3c(c2c1=O)CC(C)(C)OC3
    -0.1	?	-2	-2	0.9	9	2	-2	-6	-0.6
42: COc1ccc(N(C(=O)Cn2nnc(-c3ccc(F)cc3)n2)C(C)C(=O)NC2CCCC2)cc1 (stereo unspecified)
    1.0	2.5	-12	-2	-4.0	14	20	1	-6	-0.4
43: COc1ccc(C2SCC(=O)N2CC23CC4CC(CC(C4)C2)C3)cc1 (stereo unspecified)
    1.4	1.6	5	2	1.2	10	-4	-3	0	i
44: CC(=O)c1ccc(S(=O)(=O)Oc2ccc(C(=O)O)cc2Cl)cc1
    10	-1.1	-2	3	-2.3	/	6	/	-2	-8.3
45: CCOC(=O)C1CCN(CC(C)(C)NS(=O)(=O)c2ccc(C)cc2)CC1
    -0.3	-0.4	-5	0	-0.5	-8	10	0	2	-0.4
46: Cn1ncc2c1ncn1nc(COc3ccc4ccccc4c3)nc21
    0.0	-0.7	-12	-10	/	0	-6	-1	9	i
47: COc1ccc(CNC(=O)C[C@H]2C[C@H](C(=O)N3CCCCC3)[C@@]3(C)c4[nH]c5cc(-c6ccco6)ccc5c4CCN3C2=O)cc1OC
    -0.9	-0.4	9	-8	0.7	/	8	/	-15	-0.5
48: COc1ccc(C2C3=C(CC(C)(C)CC3=O)Oc3ncn(CCO)c(=N)c32)cc1OC (stereo unspecified)
    -1.7	?	-16	-4	/	19	4	1	-5	i
49: CC1(C)CC2=C(CO1)C(=S)NC(c1ccccc1)N2CC1CCCO1 (stereo unspecified)
    0.6	4.9	-6	5	0.2	-13	5	-1	-8	-0.5
50: Cc1ccc(NC(=O)CCC(=O)NNC(=O)/C=C/C(=O)O)c(C)c1
    -0.6	0.9	-1	-1	/	4	-5	-4	-3	-0.6
51: O=C(NCC1CC1)c1cc([N+](=O)[O-])cc([N+](=O)[O-])c1
    0.1	0.4	-6	-24	2.0	24	7	-3	-3	i
52: Cc1noc(C)c1NC(=O)Nc1ccc2c(c1)C(=O)N([C@H](C)CO)C[C@H](C)[C@@H](CN(C)S(=O)(=O)c1ccc(Cl)cc1)OCCCC[C@@H](C)O2
    /	0.8	/	4	0.6&-0.5	/	39	/	-5	-2.3
53: CCCC(NC(=O)c1c(C)noc1C)C12CC3CC(CC(C3)C1)C2 (stereo unspecified)
    0.1	0.1	-4	1	1.5	17	-15	2	7	-0.2
54: O=C(Nc1ccccc1)c1ccc(NCC2CCCO2)c(S(=O)(=O)N2CCOCC2)c1 (stereo unspecified)
    -1.9	-0.6	-14	-1	/	18	12	3	-5	-0.4
55: CCOc1ccccc1NC(=O)COC(=O)CCOc1cc(C)ccc1C
    -0.6	-3.9	7	-2	1.9	/	1	/	6	0.1
56: C=CCN(c1ccc(F)cc1)S(=O)(=O)c1cc(C(=O)NC2CC2)ccc1Cl
    /	0.3	/	-1	1.1	/	15	/	15	i
57: O=C(O)c1ccc(N=NN2CCCCCC2)cc1
    -0.9	-0.6	-10	-7	2.2	-14	-2	8	19	-2.7
58: CC(NC(=O)C12CC3CC(C)(CC(C)(C3)C1)C2)c1ccncc1 (stereo unspecified)
    -0.7	-0.7	-16	-8	1.7	39	5	-1	-13	i
